Tb PFK inh = inhibitors of T. brucei phosphofructokinase. AID 485367. O15648. T. brucei PFK, ADP-Glo luminescence. 330,000 tested, 0.17% active. Potency, µM (series often up to 57.5 µM), inactives show top-dose activity, negative = inhibition, actives largely listed as inhibitors;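 note: potency is the fitted concentration of half-maximal effect; 0% = uninhibited 1x PFK enzyme wells and -100% = no-enzyme wells; nearly all actives have a fitted effect of over 60% in size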
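Compounds were pin-transferred as a titration series up to 57 uM into substrate buffer (0.5 mM F6P, 0.1 mM ATP, pH 8.0), then 1.25 nM PFK was added and reactions ran 45 min before ADP-Glo detection.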
KCNH2 WT inh = inhibitors of human wildtype KCNH2 potassium channel; Q12809; activity change, % at 1.84 µM; U2OS, BacMam KCNH2, thallium flux FluxOr; active compounds read low; 340,000 tested, 0.37% active;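 active = maximum activity change below -70%; inconclusive = maximum activity change between -70% and -50%; inactive = maximum activity change above -50%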; note: % is set by controls: 0 for no effect and ±100 for the full control effect
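U2OS cells were transduced with wild-type KCNH2 virus (2.03 x 10^8 / mL) for 4 h at room temperature, then cultured overnight at 37 C. Thallium flux was read with FluxOr dye. Rate constants were normalized to DMSO controls.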
AT treatment = candidate therapy for ataxia-telangiectasia; […] A-T fibroblasts, KAP-1 phosphorylation AlphaLISA; neocarzinostatin DNA damage 30 min before lysis; 320,000 tested, 0.19% active; AID 485349; Potency, µM (highest dose often 57.5 µM), for inactives: at the highest dose activation, actives largely listed as activators; note: potency is the fitted concentration of half-maximal effect; % of control where 0% means no effect; nearly all actives have a fitted effect of over 45% in size
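ATM-like activity read as KAP-1 phosphorylation via AlphaLISA donor/acceptor antibody pairs after lysis and 6 hr at 25C. Cells were ATM-null patient fibroblasts ([…], hTERT), dosed 60 min, then exposed to the DSB inducer NCS for 30 min.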
TCR act = activators of T cell receptors | AID 504894 | Potency, µM (series often up to 9.22 µM), for inactives: at the highest dose activation of IL-2 secretion, hits mostly activators | 330,000 tested, under 10 active | primary human leukocytes, anti-CD3, IL-2 HTRF, 48 h; note: % of control where 0% means no effect
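Readout: HTRF IL-2, Eu-cryptate/d2 antibody pair, 320nm excitation, 665nm emission. Stimulus: a-CD3 beads, no co-stimulation. Cells: primary human leukocytes. Exposure: 48 hr with compound.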
Coupling enz = coupling enzyme interference in Giardia aldolase counter-screen; coupling enzyme system counterscreen, AmpLite Red fluorescence; activity change, negative = inhibition, % at 58.2 µM, hits read low; 290,000 tested, 0.67% active; in the data active = activity change below about -30%; note: % is set by controls: 0 for no effect and ±100 for the full control effect
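Fluorescence at 525 nm excitation and 598 nm emission measured inhibition of the coupled detection system without aldolase. Compounds (at 57.5 uM final) were preincubated 10 min at room temperature with coupling enzyme reagent before a 20 min substrate/AmpLite Red step.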
GALK inh = blocks human galactokinase activity. Purified GALK, Kinase-Glo residual ATP luminescence. Potency, µM (titrated, usually from 57.5 µM), for inactives: top-dose activity change, negative = inhibition, usual class: inhibitors. 270,000 tested, 0.007% active; note: potency is the fitted concentration of half-maximal effect; % is set by controls: 0 for no effect and ±100 for the full control effect
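The enzyme phosphorylates galactose (100 uM) using ATP (35 uM); inhibition is detected as higher residual ATP, quantified by bioluminescence after 1 h reaction at room temperature, pH 8.0.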
BCR signal inh = inhibitors of chronic active B-cell receptor signaling | ABC-DLBCL IkBa-CBG/CBR reporter, luminescence ratio, 4 h | Potency, µM (doses to about 46.1 µM), inactives show top-dose ratio change, negative = lower green/red ratio, most hits filed as inhibitors | 340,000 tested, 0.05% active | AID 493014; active = well fitted inhibition curve with a large enough effect in the signal ratio, with a control signal flat, not every such curve was filed as active; inconclusive = small, poorly fitted or top-dose-only effect, or effect the other way, or a change in a side signal; the % refers to the signal ratio;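 note: potency is the fitted concentration of half-maximal effect; plate controls were basal doxycycline-induced cells for no effect and cells given 10 µM MG132 for full effect; MG132 reads +100%, hits lower the ratio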
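TMD8 human ABC-DLBCL cells with doxycycline-inducible IκBα–green luciferase fusion and unfused red luciferase, in 0.5% FBS medium; compounds up to 46 uM, 4 h at 37C. Green/red luminescence ratio, filter-overlap corrected, fitted to concentration-response curves.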
TSHR antagonist = antagonists of human thyroid stimulating hormone receptor. activity change, negative = inhibition, % at 11.5 µM. AID 504810. TSHR-expressing cells, TSH-stimulated cAMP HTRF, 2 h; active compounds read low. 330,000 tested, 0.2% active;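 active = activity change below a set negative limit, meaning inhibition stronger than a set level, cut at about -70% in these data; inconclusive = activity change between two set negative limits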; note: % is set by controls: 0 for no effect and ±100 for the full control effect
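Competitive HTRF cAMP read-out (cryptate anti-cAMP antibody, cAMP-d2; 30 min, room temperature) in freshly harvested TSHR cells. Compounds added before TSH at EC80 (4nM final), followed by 2 hours' incubation at 37 deg C.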
Giardia killer = kills Giardia lamblia; Giardia lamblia trophozoite viability; activity change, % at 7.66 µM, hits read low; 340,000 tested, 0.15% active; AID 540267; in the data active = activity change below about -80%; inconclusive = between about -30% and that limit;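 note: parasites exposed to compound for two days anaerobically before the ATP read; % is set by controls: 0 for no effect and ±100 for the full control effect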
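Anaerobic 48 hrs incubation at 37 deg C of 100 trophozoites/well with test compounds; ATPLite 1-Step luminescence, 15-30 min RT, reports cellular ATP as viability.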
CXXC DNA block = inhibitors of human MLL CXXC domain-DNA interaction; Q03164; MLL-CXXC / FITC-HOXA9 DNA fluorescence polarization; Potency, µM (doses to about 115 µM), inactives show at the highest dose activity change, negative = inhibition, most hits filed as inhibitors; 290,000 tested, 0.037% active; active = well fitted inhibition curve with a large enough effect in the polarisation, with a control signal flat, not every such curve was filed as active; inconclusive = small, poorly fitted or top-dose-only effect, or effect the other way, or a change in a side signal; inactive = no such curve, though single readings can be large or run the other way; the % refers to the polarisation; note: potency is the fitted concentration of half-maximal effect
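Purified MLL-CXXC (added from a 7 uM solution) was preincubated 5 min at ambient with pinned compounds in 50 mM Tris-HCl pH 7.5, 50 mM NaCl, 1 mM DTT, 0.05% BSA. Fluorescein-labeled HOX-A9 DNA (50 nM solution) followed, 30 min, then polarization read.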
Numbers without * were called inactive; ? = inconclusive; nt = no result given; [ ] = another dose, or the depositor's remark. Unless noted, calls come from the whole dose curve; as a rule, active = well fitted curve in the direction sought with a large enough effect; inconclusive = small, poorly fitted or top-dose-only effect, or another doubt; inactive = no such curve, though single readings can be large; an effect the other way counts as inactive or inconclusive.

SMILES	Tb PFK inh	KCNH2 WT inh	AT treatment	TCR act	Coupling enz	GALK inh	BCR signal inh	TSHR antagonist	Giardia killer	CXXC DNA block
CN(CC(=O)Nc1ccccc1Cl)CC(=O)Nc1cccc2ccccc12	-2%	1	2%	13%	nt	nt	-1%	nt	-12	nt
CCOc1ccccc1NC(=O)C1CC2CCCC(C1)C2=O (stereo not drawn)	0%	-14	13%	-3%	0	1%	-3%	3	?	3%
C/C(=N\NC(=O)Cc1ccccc1)c1ccc(Br)s1	-5%	-23	8%	4%	0	8%	5%	8	-7	5%
Cc1ccsc1/C=C1/CN(C)Cc2c1nc1ccccc1c2C(=O)O	-2%	8	-6%	2%	0	4%	-12%	-1	3	-10%
CN(C)S(=O)(=O)c1cccc(-c2cn3cccnc3n2)c1	-4%	0	3%	-6%	0	2%	4%	9	3	-24%
Cc1cccc(OCCCC(=O)Nc2ccc(S(=O)(=O)Nc3nccs3)cc2)c1C	-4%	9	6%	10%	5	3%	-12%	-9	-3	-10%
O=C1Nc2cc(C(=O)N3CCOCC3)ccc2SC1N1CCOCC1 (stereo not drawn)	0%	9	-3%	-3%	2	1%	3%	37	5	-5%
Cc1occc1C(=O)NCc1ccccc1	-2%	-4	-1%	2%	nt	0%	1%	11	-25	-4%
Cc1cc(C)c(C)c(OCCCn2ccnc2)c1	-6%	-8	nt	0%	1	1%	-1%	-3	4	-6%
CCC(=O)Nc1cccc2cccnc12	-3%	nt	-1%	-13%	-1	0%	2%	0	-4	-15%
O=C(N[C@@H](Cc1ccccc1)C(=O)N[C@@H](Cc1ccccc1)C(=O)O)OCc1ccccc1	1%	2	25%	0%	nt	nt	0%	2	5	nt
O=C(Nc1ccc(N2CCCC2=O)cc1)c1cccc(F)c1	11%	-3	1%	-7%	0	4%	-14%	15	6	-3%
O=C(Nc1ccc(N2CCOCC2)cc1)C1CC1	0%	5	-6%	nt	-10	-2%	16%	1	6	8%
O=C1CSC(c2ccccn2)N1c1ccc2ccccc2c1 (stereo not drawn)	2%	-12	-1%	1%	nt	0%	4%	-29	-13	1%
O=C(OCc1ccc(Br)cc1)c1ccncc1	-18%	nt	9%	3%	-1	6%	8%	12	4	?
Cn1c(-c2ccc(C=O)s2)nc2c3ccccc3c3ccccc3c21	0%	-10	nt	-12%	1	1%	-7%	21	30	?
COC(=O)c1ccc(-c2ncc[nH]2)cc1	1%	nt	-2%	7%	-3	7%	10%	-5	15	0%
CNC(=O)C(=O)Nc1c(C)cc(C)cc1C	-1%	5	-7%	3%[46.1 µM]	0	-1%	4%	0	6	2%
COC(=O)c1ccc(CNC(=O)COC(=O)CCN2C(=O)C3CC=CCC3C2=O)cc1 (stereo not drawn)	-4%	16	-9%	1%	nt	nt	5%	7	-26	nt
COc1cccc(NC(=O)c2c(C)cc(C)cc2CC(C)(C)C(=O)O)c1	-1%	1	0%	0%	5	nt	-5%	-9	3	2%
Cc1ccn2c(=O)nc(SCC(=O)NCc3ccccc3)nc2c1	-26%	7	0%	-4%	nt	nt	2%	0	9	nt
CSc1nsc(SCC(=O)Nc2ccccc2F)n1	7%	-5	2%	2%	0	-1%	?	-3	?	17%
CCn1cc(NC(=O)Nc2ccc(OC)c(OC)c2)c(C(N)=O)n1	-1%	11	0%	3%[46.1 µM]	-1	1%	3%	-3	-10	-8%
O=C(O)CN(Cc1ccco1)S(=O)(=O)c1ccc(F)cc1	0%	-6	5%	2%	1	9%	0%	1	1	4%
CN(C)c1nc(F)c(F)c(S(=O)(=O)c2ccccc2)c1F	1%	9	3%	-1%	1	7%	3%	4	8	-3%
Nc1nc(N2CCOCC2)nc(N(c2ccccc2)c2ccccc2)n1	-1%	4	11%	-4%	4	3%	-1%	-6	-16	2%
CCn1c(CSc2ncn[nH]2)nc2cc(C(=O)O)ccc21	-7%	1	5%	-1%	0	nt	-3%	30	32[activator]	?
Cc1ccc(OCC(=O)c2c(N)n(C)c(=O)n(C)c2=O)c([N+](=O)[O-])n1	?	4	-7%	-2%	nt	nt	-7%	14	-7	nt
CC(=O)NC12CC3CC(C1)CC(C(=O)N(C)CC(=O)Nc1ccc(F)c(F)c1F)(C3)C2	-2%	-5	-1%	nt	nt	nt	-1%	21	6	nt
O=C(CSC1CC(=O)N(CCc2ccccc2)C1=O)Nc1ccc(Br)cc1 (stereo not drawn)	-2%	-1	4%	25%	0	-1%	0%	-11	-10	3%
Cc1ccc(-c2nc(CS(=O)CC(=O)NCc3ccccn3)c(C)o2)cc1 (stereo not drawn)	3%	14	-5%	-1%	6	1%	?	3	43[activator]	6%
O=C(C1CCCO1)N1CCN(C(=S)Nc2cccc(F)c2)CC1 (stereo not drawn)	-3%	-6	16%	2%	nt	2%	6%	-9	0	8%
N#Cc1cccc(C(c2nnnn2CCc2ccccc2)N2CCN(C3CCCCC3)CC2)c1 (stereo not drawn)	-6%	31	3%	-3%	3	1%	5%	9	-11	-3%
O=c1[nH]c(-c2ccccc2)c(-c2ccccc2)nc1[N+](=O)[O-]	0%	-6	-2%	2%	-3	4%	3%	25	-18	?
CCCn1c(NC(=O)CN2C(=O)NC3(CCCCC3)C2=O)nc2ccccc21	-14%	-18	6%	-4%	nt	nt	?	-8	23	nt
CC(C)c1ccc(NC(=O)C2C3C=CC4(CN(CCCN5CCOCC5)C(=O)C24)O3)cc1 (stereo not drawn)	1%	9	nt	4%	0	2%	3%	-10	-4	-17%

Quoted at random: 5 compounds from above, in no set order.
SMILES	Tb PFK inh	KCNH2 WT inh	AT treatment	TCR act	Coupling enz	GALK inh	BCR signal inh	TSHR antagonist	Giardia killer	CXXC DNA block
CN(C)c1nc(F)c(F)c(S(=O)(=O)c2ccccc2)c1F	1%	9	3%	-1%	1	7%	3%	4	8	-3%
O=C(CSC1CC(=O)N(CCc2ccccc2)C1=O)Nc1ccc(Br)cc1 (stereo not drawn)	-2%	-1	4%	25%	0	-1%	0%	-11	-10	3%
O=C(C1CCCO1)N1CCN(C(=S)Nc2cccc(F)c2)CC1 (stereo not drawn)	-3%	-6	16%	2%	nt	2%	6%	-9	0	8%
Cc1ccc(-c2nc(CS(=O)CC(=O)NCc3ccccn3)c(C)o2)cc1 (stereo not drawn)	3%	14	-5%	-1%	6	1%	?	3	43[activator]	6%
N#Cc1cccc(C(c2nnnn2CCc2ccccc2)N2CCN(C3CCCCC3)CC2)c1 (stereo not drawn)	-6%	31	3%	-3%	3	1%	5%	9	-11	-3%

(next part)
SMILES	Tb PFK inh	KCNH2 WT inh	AT treatment	TCR act	Coupling enz	GALK inh	BCR signal inh	TSHR antagonist	Giardia killer	CXXC DNA block
Cc1cc(C)c2[nH]c(C(=O)N3CCC(n4nccc4NC(=O)C4CC4)CC3)c(C)c2c1	-4%	0	-5%	6%	nt	-2%	-6%	-5	19	-3%
c1ccc(-n2cc(CN3CCCC(CN4CCCC4)C3)c(-c3ccc4c(c3)OCO4)n2)cc1 (stereo not drawn)	-2%	16	2%[11.5 µM]	-7%	-1	3%	?	5	7	18%
CCn1c(SCC(=O)O)nnc1-c1ccc(S(=O)(=O)N2CCCC2)cc1	0%	0	-5%	-1%	3	11%	-19%	-5	-7	10%
O=C(Oc1cccc(Nc2ncnc3ccccc23)c1)c1cccnc1	3%	7	2%	-7%	-3	0%	?	-19	-1	23%

Full records as entered above. Order of values: Tb PFK inh	KCNH2 WT inh	AT treatment	TCR act	Coupling enz	GALK inh	BCR signal inh	TSHR antagonist	Giardia killer	CXXC DNA block
Listed for `Cc1cc(C)c2[nH]c(C(=O)N3CCC(n4nccc4NC(=O)C4CC4)CC3)c(C)c2c1` → -4%	0	-5%	6%	nt	-2%	-6%	-5	19	-3%
Listed for `c1ccc(-n2cc(CN3CCCC(CN4CCCC4)C3)c(-c3ccc4c(c3)OCO4)n2)cc1` (stereo not drawn) → -2%	16	2%[11.5 µM]	-7%	-1	3%	?	5	7	18%
Listed for `CCn1c(SCC(=O)O)nnc1-c1ccc(S(=O)(=O)N2CCCC2)cc1` → 0%	0	-5%	-1%	3	11%	-19%	-5	-7	10%
